High-throughput results deposited in PubChem BioAssay by Sanford-Burnham Center for Chemical Genomics.
SENP1 inh: human SENP1 catalytic domain inhibitors, primary screen, biochemical, FRET, uHTS. Sentrin-specific protease 1 (Homo sapiens), Q9P0U3. recombinant SENP1 catalytic domain, CyPet-SUMO1-YPet FRET cleavage. inhibition, % at 10 µM. hit rate 0.21% among 360,000. AID 624204, 2012;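 active means inhibition at least 30% at 10 µM, raw YFP signal under a set limit, fluorescence ratio 0.5 to 1.5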;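 further: 0% = enzyme with DMSO and 100% = no enzyme wells; some results filed as inactive read as strong as hits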
Target sequence (Q9P0U3 419-644 limits assumed): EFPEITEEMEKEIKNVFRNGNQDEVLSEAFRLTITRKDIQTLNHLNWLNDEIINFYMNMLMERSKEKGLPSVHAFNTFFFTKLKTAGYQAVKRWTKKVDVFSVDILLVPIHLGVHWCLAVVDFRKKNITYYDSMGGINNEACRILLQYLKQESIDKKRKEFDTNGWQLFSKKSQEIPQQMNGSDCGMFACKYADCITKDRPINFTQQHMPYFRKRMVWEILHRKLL
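Assay system: hSENP1 catalytic domain, recombinant. Amount: SENP1 enzyme, 20 pM final. Schedule: 50 min reaction, RT, dark. Technique: FRET, CFP and YFP emission. Control set: no-enzyme wells low, DMSO-plus-enzyme wells high control.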
SENP8 inh: human SENP8 protease inhibitors, primary screen, biochemical, fluorescence, Nedd8 protein substrate, uHTS; AID 602440, 2012; hit rate 0.64% among 360,000; recombinant SENP8; inhibition, % at 20 µM; Sentrin-specific protease 8 (Homo sapiens), Q96LD8; in the data active means inhibition mostly above about 40%, no sharp cut-off; inactive means mostly below about 27%
Target sequence (Q96LD8 whole entry, looked up): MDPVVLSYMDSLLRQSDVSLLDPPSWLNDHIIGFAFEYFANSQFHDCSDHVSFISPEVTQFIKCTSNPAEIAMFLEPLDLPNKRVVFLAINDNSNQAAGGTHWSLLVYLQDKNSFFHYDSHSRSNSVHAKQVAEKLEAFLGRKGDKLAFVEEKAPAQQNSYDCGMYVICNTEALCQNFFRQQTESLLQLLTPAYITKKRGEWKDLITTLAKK
The depositor's hits bear a star. These rows are one share of the data, so the mix of outcomes need not match the whole.

Every second line gives: SENP1 inh, SENP8 inh
1) COc1cccc(CN2CCC2(C)C(=O)NCc2cccc(C(F)(F)F)c2)c1OC (stereo not drawn)
    0, 16
2) Clc1cccc(Cc2c(-c3ccco3)nc3ccc(Br)cn23)c1
    1, -4
3) O=C(NCc1ccc(F)cc1)c1cc(C2CCCN(S(=O)(=O)c3ccccc3)C2)on1 (stereo not drawn)
    1, -11
4) O=C(NCc1ccc(F)cc1)c1cc(C2CCCCN2C(=O)c2ccc(Cl)cc2)on1 (stereo not drawn)
    0, 20
5) CCOC(=O)[C@]12CCC=C1N(Cc1ccc3c(c1)OCO3)C(=O)[C@H](CC(=O)NCc1ccc(C)o1)C2
    1, 20
6) COc1cc(CNC(=O)c2cc(-c3cc(OC)ccc3Cl)n[nH]2)cc(OC)c1
    1, 7
7) COc1ccc(CNC(=O)/C=C/[C@H]2O[C@@H](n3cnc4c(NC(=O)c5ccccc5)ncnc43)[C@H](O)[C@@H]2O)cc1
    2, 20
8) CCCCNC(=O)c1nc(C2CCN(S(=O)(=O)c3c(OC)cccc3OC)CC2)oc1-c1ccccc1
    2, 3
9) CCCCCCCCN1C(=O)[C@H](CC(=O)NCc2cccc(C(F)(F)F)c2)C[C@@]2(C(=O)OC)CCCCC=C12
    0, 19
10) Cc1ccc2nc(C3CCCCC3)c(Cc3ccsc3)n2c1
    -1, -373
11) O=C(NC1CCCC1)C1C(c2ccccc2)=Nc2ccccc2N1C(=O)c1ccc(C(F)(F)F)cc1 (stereo not drawn)
    -2, -1
12) COC(=O)[C@]12CCCCC=C1N(Cc1cccc3ccccc13)C(=O)[C@H](CC(=O)NCc1ccc(C)o1)C2
    -1, 8
13) CC1(Oc2ccc(Cl)cc2)CCN(Cc2ccc(OC(F)(F)F)cc2)C1 (stereo not drawn)
    0, 4
14) NC(Cc1ccc(Cl)cc1)c1csc(NC(=O)NCCc2ccccc2)n1 (stereo not drawn)
    -1, 14
15) COc1ccc2c(CN3CCN(C(C)=O)CC3)cc(=O)oc2c1
    0, -23
16) O=C(c1[nH]c(C(F)(F)F)nc1-c1ccccc1)N1CCC(Cc2ccccc2)CC1
    0, 19
17) Cc1c(C(=O)NCc2ccc(Cl)c(Cl)c2)sc(=O)n1Cc1cccc(F)c1
    -3, 9
18) CCCCNc1c(-c2cccnc2)nc2nc(C)cc(C)n12
    36*, -26
19) CC1(C(=O)NS(=O)(=O)c2ccc(C#N)cc2)CCN1C(=O)CC1CC1 (stereo not drawn)
    0, 19
20) Cc1ccc(S(=O)(=O)N2[C@@H](CO)CO[C@H]2CC(=O)c2cccc3ccccc23)cc1
    1, 20
21) CC(=O)Nc1cc(-c2cccc(CO)c2)cn2c(-c3ccc(F)cc3)cnc12
    -4, -256
22) CCOC(=O)[C@H]1Nc2ccc(Cl)cc2[C@@H]2[C@H]1C1CC(c3ccccc31)N2C(=O)OCc1ccccc1 (stereo partly drawn)
    -2, 14
23) O=C(Nc1c(-c2ccc(Cl)cc2)[nH][nH]c1=O)c1ccccc1Cl
    3, 18
24) O=C1C(=Cc2ccc(F)cc2)Cc2ccccc21
    -2, 20
25) C[C@@H](NC(=O)[C@@H]1CCCN1C(=O)[C@@H]1CCCN1C(=O)c1cccc(Cl)c1)c1ccccc1
    2, 9
26) O=C(Nc1ccc(F)cc1)C(c1ccccc1OC(F)(F)F)N1CCN(c2cccc(C(F)(F)F)n2)CC1 (stereo not drawn)
    -1, -39
27) CCOC(=O)C1=CCC2C(=O)N(C)C(=O)C12 (stereo not drawn)
    0, 15
28) CCc1nc2c(OCc3cccc(Cl)c3)cccn2c1N(C)C(=O)c1ccco1
    1, 9
29) NC(=O)c1cccc(Nc2nc(C(N)COCc3ccccc3)cs2)n1 (stereo not drawn)
    -1, -2
30) CC1(C(=O)NS(=O)(=O)c2cccc(C#N)c2)CCN1C(=O)Cc1cc(F)ccc1F (stereo not drawn)
    1, 9

A second format for part of the listing above.
(30) CC1(C(=O)NS(=O)(=O)c2cccc(C#N)c2)CCN1C(=O)Cc1cc(F)ccc1F (stereo not drawn)
  SENP1 inh: 1
  SENP8 inh: 9
(29) NC(=O)c1cccc(Nc2nc(C(N)COCc3ccccc3)cs2)n1 (stereo not drawn)
  SENP1 inh: -1
  SENP8 inh: -2

The results go on.
Every second line gives: SENP1 inh, SENP8 inh
31) COc1cc(F)ccc1-c1csc(C(O)c2ccc(F)c(F)c2)n1 (stereo not drawn)
    2, -6
32) COc1ccc(F)cc1-c1cc(C(=O)NCc2cccc(C(F)(F)F)c2)[nH]n1
    -3, 11
33) Cc1ccc(C(=O)N2c3ccccc3N=C(c3ccccc3)C2C(=O)NC(C)C)cc1 (stereo not drawn)
    -2, -40
34) CCCCNC(=O)C1C(c2ccc(OC)cc2)=Nc2ccccc2N1C(=O)c1ccncc1 (stereo not drawn)
    8, -26
35) Cc1cccc(S(=O)(=O)NC(=O)C2(C)CCN2C(=O)Cc2ccc(C(C)(C)C)cc2)c1 (stereo not drawn)
    -2, 6
36) CC(=O)Nc1ccc(-c2ccnc3c2CC(C)(C(=O)Nc2ccc(Cl)c(C(F)(F)F)c2)O3)cc1 (stereo not drawn)
    1, 0
37) CC(C)NC(=O)OCc1c(COC(=O)NC(C)C)c([N+](=O)[O-])n2c1CCC2
    -1, 16
38) COc1ccc(Cn2cc(CN(C)C3CN(Cc4cn(Cc5ccc(OC)cc5)nn4)S(=O)(=O)C3)nn2)cc1 (stereo not drawn)
    -1, 9
39) CC(C)c1ccc(NC(=O)Nc2nnc([C@H]3C[C@H](O)[C@@H](CO)O3)s2)cc1
    -1, 9
40) COc1cc(F)ccc1-c1csc(C(O)(c2ccccc2)C(F)(F)F)n1 (stereo not drawn)
    4, 10
41) COc1ccccc1Cc1c(-c2ccc(C)cc2)nc2ccc(Cl)cn12
    2, -56
42) CSc1ccccc1-c1ccc2nccn2c1
    -38, -171
43) Cc1cccnc1C1=NOC(Cc2ccccc2)C(=O)N1CCOc1ccc(F)cc1 (stereo not drawn)
    1, 3
44) CCC(c1nnnn1-c1ccc(OC)cc1)N1CCN(C/C=C/c2ccccc2)CC1 (stereo not drawn)
    1, 15
45) CC(C)(C)n1nnnc1C(c1cccs1)N1CCN(C/C=C/c2ccccc2)CC1 (stereo not drawn)
    1, 18
46) COc1ccc(C(=O)C(=O)N2CCC(Cc3ccccc3)CC2)cc1OC
    3, 10
47) NC(c1csc(NC(=O)Nc2ccc(OC(F)(F)F)cc2)n1)C1CCCCC1 (stereo not drawn)
    -4, 7
48) CC1(C(=O)Nc2ccc3c(c2)OCCO3)CCC(=O)N1CCOc1ccccc1 (stereo not drawn)
    1, 16
49) O=C(c1ccco1)N1CCN(C2CN(Cc3ccc(F)cc3)S(=O)(=O)C2)CC1 (stereo not drawn)
    0, 13
50) CC1(C(=O)NS(=O)(=O)c2cccc(Cl)c2)CCN1C(=O)c1cccc2ccccc12 (stereo not drawn)
    1, 6
51) COC(=O)[C@]12CCCCC=C1N(Cc1ccco1)C(=O)[C@H](CC(=O)N1CCN(C(=O)c3ccco3)CC1)C2
    0, 14
52) CC1(C(=O)NCc2ccccc2)CCC(=O)N1C1CCN(Cc2ccccc2)CC1 (stereo not drawn)
    2, 8
53) CCCNC(=O)c1cc(C2CCCN(C(=O)c3cc(C(C)(C)C)nn3C)C2)on1 (stereo not drawn)
    0, 6
54) Cc1cn([C@H]2C[C@H](O)[C@@H](/C=C/C(=O)NCCCc3ccccc3)O2)c(=O)[nH]c1=O
    1, 16
55) CC1(C(=O)Nc2ccc3c(c2)OCO3)CCN1C(=O)CC1CC1 (stereo not drawn)
    0, 15
56) CCCS(=O)(=O)NC(=O)C1(C)CCCN(C(=O)c2ccc(C(=O)OC)cc2)C1 (stereo not drawn)
    -1, 6
57) Cc1cc(O)ccc1-c1ccc2nncn2c1
    3, 5
58) OCCN1CCN(c2ncnc3c2ncn3[C@H]2CN(Cc3cccc(C(F)(F)F)c3)C[C@@H](CO)O2)CC1
    -3, 1
59) CCc1nc2c(OCCn3cccc3)cccn2c1N(C)C(=O)c1ccc(OC)cc1
    -2, 12
60) CCc1nc2c(OCc3ccc(OC)cc3)cccn2c1N(C)C(=O)c1ccco1
    1, 13

Values in list order from the entries so far:
SENP1 inh, compounds 24–28 → -2, 2, -1, 0, 1

The list continues:
Every second line gives: SENP1 inh, SENP8 inh
61) O=C1NC[C@@H](CCCCN2C[C@H](Cc3ccc(O)cc3)N(Cc3ccccc3)C(=O)C2=O)N(CCC2CCCCC2)C1=O
    -1, 10
62) Cc1ccc(S(=O)(=O)Nc2ccc(Cl)cc2O)cc1
    3, 20
63) CCCCn1nnnc1C1(C)CCC(=O)N1Cc1ccc(F)cc1 (stereo not drawn)
    3, 12
64) CCCCN(C)c1c(C)nc2ccc(C(=O)NCc3ccc(OC)cc3)cn12
    -4, -7
65) O=C(Nc1ccc(Cl)cc1)N[C@@H]1CC[C@H](CCNS(=O)(=O)c2ccccc2F)O[C@@H]1CO
    1, 9
66) CC(C)NC(=O)C1C(c2ccc(C(F)(F)F)cc2)=Nc2ccccc2N1C(=O)c1cc2ccccc2[nH]1 (stereo not drawn)
    7, -438
67) COCCN1C[C@@H](CO)O[C@@H](n2cnc3c(NCCO)ncnc32)C1
    1, 5
68) COC(=O)C1=C(C(=O)OC)C(C(=O)OC)N2C=CC=CC2=C1C(=O)OC (stereo not drawn)
    11, -151
69) Fc1ccc(Nc2nc(NCc3ccccc3)nc3ccsc23)cc1
    -1, -349
70) CCc1nc2c(OCc3ccc(C(=O)OC)cc3)cccn2c1N(C)C(=O)C(C)C
    -1, 11

(continued)
cpd	structure	SENP1 inh	SENP8 inh
71	CCCCNC(=O)C1c2ccccc2OCC(=O)N1CCc1ccc(OC)c(OC)c1 (stereo not drawn)	3	10
72	Cc1ccc2nc(-c3cccc(Br)c3)c(Cc3ccccc3C(F)(F)F)n2c1	3	-148
73	COc1ccc(Cc2c(-c3ccc(C)cc3)nc3c4ccccc4ccn23)c(C)c1	-3	-355
74	COc1ccc(-c2coc3c(C(=O)Nc4cccc(NS(C)(=O)=O)c4)cccc23)c(C)c1	2	-4
75	CCC(C(=O)NC1CCCC1)n1c(-c2ccnc3ccccc23)nc2ccccc21 (stereo not drawn)	3	-335
76	CC(=O)Nc1cccc(-c2ccnc3c2CC(C(=O)NCc2ccc(N(C)C)cc2)O3)c1 (stereo not drawn)	-1	-2
77	Cc1ccc(S(=O)(=O)N[C@@H](C)CO)cc1	1	27
78	Cc1cc(C)n2c(Nc3c(C)cccc3C)c(CCc3ccccc3)nc2n1	26	-5
79	O=C(Nc1cccc2ccccc12)c1csc([C@@H]2O[C@H](CO)[C@H](O)[C@H](O)[C@H]2O)n1	-2	8
80	CC(C)(C)n1nnnc1C(c1ccccc1OC(F)(F)F)N1CCN(C/C=C/c2ccccc2)CC1 (stereo not drawn)	1	14
81	Cn1nc(C(C)(C)C)cc1C(=O)N1CCCC(c2cc(C(=O)NCc3ccccc3)no2)C1 (stereo not drawn)	0	0
82	COC(=O)[C@@]1(Cc2ccc(OC)cc2)[C@H]2c3cc(C(=O)N4CCCC4)n(CCc4c[nH]c5ccccc45)c3C[C@H]2CN1C(=O)c1ccccc1	-2	2
83	CCc1nc2ccc(C(=O)NCCNC(C)=O)cn2c1N(CCC(C)C)CCN(C)C	-47	-5
84	Clc1ccccc1-c1cnc2sc(NCc3ccc4c(c3)OCO4)nn12	1	14
85	COc1ccc(CNC[C@H]2O[C@@H](n3ccc(=O)[nH]c3=O)[C@H](O)[C@@H]2O)cc1	0	20
86	Cc1nc2ccc(C(=O)Nc3cccc(NS(C)(=O)=O)c3)cn2c1N(C)C(=O)CCc1ccccc1	1	-25
87	CC[C@H](C)[C@@H](CO)NC(=O)[C@H]1O[C@@H](n2ccc(=O)[nH]c2=O)[C@H](O)[C@@H]1O	1	17
88	COc1cccc(C(C)(O)c2nc(-c3ccc4ccccc4c3)cs2)c1 (stereo not drawn)	2	3
89	COc1ccc(NC(=O)c2cccc3c(-c4cnn(C)c4)coc23)cc1	0	2
90	Cc1ccc(OCc2nc3ccccc3n2C(C(=O)Nc2c(C)cccc2C)C2CC2)cc1 (stereo not drawn)	2	19

Entries above printed as active in SENP1 inh.
entry	structure	SENP1 inh
18	CCCCNc1c(-c2cccnc2)nc2nc(C)cc(C)n12	36*

Next part:
cpd	structure	SENP1 inh	SENP8 inh
91	COc1ccc(CNC(=O)c2sc(=O)n(Cc3ccc(C)cc3)c2C)cc1OC	3	0
92	C[C@@H]1CN([C@H](C)CO)C(=O)CCCn2cc(nn2)CO[C@H]1CN(C)C(=O)Nc1ccc(C(C)(C)C)cc1	1	19
93	COC1=Nc2ccccc2N2CCN=C12	-2	-401
94	CCCCCC[n+]1ccccc1/C=C/c1ccc(N(C)C)cc1	31	34
95	CC(=O)Nc1ccc(-c2noc(-c3csc([C@@H]4C[C@H](O)[C@@H](CO)O4)n3)n2)cc1	-1	-122
96	CN[C@@H](C)C(=O)NC[C@H]1O[C@@H](n2cnc3c(=O)[nH]c(N)nc32)[C@H](O)[C@@H]1O	2	9
97	COC(=O)[C@]12CCCCC=C1N(Cc1ccc(Cl)cc1Cl)C(=O)[C@H](CC(=O)NCc1cccc(C(F)(F)F)c1)C2	1	7
98	CCCNC(=O)c1cc(C2CCCCN2C(=O)c2cc(F)ccc2C)on1 (stereo not drawn)	0	14
99	Cn1ccc2c(/C=C/c3ccc(F)cc3)cc3c(c21)C1CCC3C1 (stereo not drawn)	-22	-352
100	CCN(CC)CCN(C)C(c1cc2ccccc2o1)c1nnnn1C(C)(C)C (stereo not drawn)	-18	-33

Whole records, quoted from the list.
COC1=Nc2ccccc2N2CCN=C12 in the list: SENP1 inh = -2; SENP8 inh = -401
CN[C@@H](C)C(=O)NC[C@H]1O[C@@H](n2cnc3c(=O)[nH]c(N)nc32)[C@H](O)[C@@H]1O in the list: SENP1 inh = 2; SENP8 inh = 9
